Assay outcomes as filed in PubChem.
INS-1E GSIS act: primary screen for activators of insulin secretion dependent on glucose, INS-1E cells, GLuc reporter luminescence | INS-1E GLuc reporter insulin secretion, 2-3 h | activation, % at 16.6 µM | AID 743287 | 370,000 compounds, 0.61% hits;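 active means lowest replicate activation of at least 40%, so every replicate reaches that level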;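 further: 0% = median of neutral control wells and 100% = median of IBMX positive control wells; some compounds called inactive have numbers as strong as hits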
CFTR F508del cor: correctors of CFTR F508del function in bronchial epithelial cells | CFBE cells, YFP halide quenching; stimulated with forskolin plus potentiator P3; % fluorescence drop versus neutral controls | activity (quench increase), % at 7.58 µM | 350,000 compounds, 0.36% hits | AID 720511;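 active means mean added fluorescence quench of at least 8% versus neutral control, with both replicates also reaching 8%; inconclusive means only one of the mean or replicate conditions met; inactive means mean below 8% and not both replicates reaching 8%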;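 further: cells transiently co-express mutant CFTR-F508del with the halide-sensitive YFP; corrector assay measuring rescue of mutant channel to the surface after 24 h compound exposure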
EWS-Fli block: blocks EWS/Fli oncoprotein-driven transcription | inhibition, % at 12.6 µM | A673 NR0B1-luciferase reporter, viability-normalised | 350,000 compounds, 0.67% hits;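 active means mean inhibition of at least 50% after viability correction, with every replicate also passing that limit; inconclusive means mean reaches 50% but only one of two replicates passes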;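 further: firefly luciferase signal divided by Alamar Blue viability fluorescence both relative to DMSO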
miR-122 sensor: miR-122 inhibition in Huh7 cells. Huh7 miR-122 Renilla luciferase sensor, 48 h; neutral wells = 0, positive control = 100. activation (reporter increase), % at 12.5 µM. 340,000 compounds, 0.3% hits. AID 602342;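 active means mean replicate activation score at least 90 and every replicate individually at or above 90; inconclusive means only one of the two criteria met; inactive means neither criterion met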;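 further: higher luciferase means less miR-122 activity so hits act as miR-122 inhibitors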
DENV2 CPE: protects cells from dengue virus 2 cytopathic effect. DENV2-infected cells, cytopathic effect rescue, plate reader. CPE inhibition, % at 9.99 µM. 350,000 compounds, 1.7% hits; in the data active means CPE inhibition above about 20%, passing the limit was not always enough; inconclusive means no clear call, values can overlap the other calls; tested in BHK-21 cells;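 further: 0% = median of neutral control wells and 100% = median of positive control wells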
PAX8 reporter: PAX8 transcriptional activity inhibition | 360,000 compounds, 1.2% hits | RMG-I TPO-luciferase reporter, SteadyGlo, 24 h | inhibition, % at 12.6 µM;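 active means mean replicate inhibition at least 60% with every replicate also reaching 60%; inconclusive means only one of the two criteria is met; inactive means mean below 60% and not all replicates reaching 60%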;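 further: luciferase light reporting Pax8 driven TPO promoter activity; plate controls were median of neutral control wells for no effect and mitoxantrone controls for full effect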
FN deposit inh: fibronectin deposition inhibition. inhibition, % at 12.6 µM. 350,000 compounds, 0.086% hits. AID 743247. AH1F fibroblasts, Alexa488-fibronectin deposition fluorescence, overnight;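 active means mean inhibition across replicates of 30% or more, regardless of how many single replicates reach that level; inconclusive means mean under 30% yet at least half of replicates reach 30%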;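 further: positive control wells lacked labelled fibronectin entirely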
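Material – AH1F fibroblast monolayer, labelled fibronectin deposition · Reagent – labelled fibronectin 24 nM · Timing – 1 h adhesion, overnight exposure · Measured by – fluorescence at 485 nm excitation, 525 nm emission · Read-out – inhibition of fibronectin deposition signal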
Starred values were filed as active, the others as inactive; ? = inconclusive; nt = not tested or not shown; [ ] = remark or other dose.

Start of the data: the first twelve records (preview)
SMILES	INS-1E GSIS act	CFTR F508del cor	EWS-Fli block	miR-122 sensor	DENV2 CPE	PAX8 reporter	FN deposit inh
COc1cc(/C=C/C(=O)OCC(=O)c2ccc[nH]2)cc(OC)c1OC	3	0.7	7	nt	5	-6	-6
CCC(=O)N1CC2(CCN(C(C)=O)CC2)c2c([nH]c3cc(OC)ccc23)[C@@H]1CO	12	0.5	-21	nt	-10	nt	nt
Cc1cc(NC(=O)c2cccs2)ncc1NC(=O)C(C)C	10	1.3	-58	nt	-5	-104	6
Cc1cc(/C=N/NC(=O)c2ccncc2)c(C)n1-c1ccccc1	-2	-1.7	-35	nt	nt	-14	2
COc1ccc(C2=NOC(CNC(=O)c3ccccc3Br)C2)c(OC)c1 (configuration not stated)	27	-2.0	3	nt	2	15	-4
Cc1nn(-c2ccccc2)c(C)c1/C=N/NC(=O)CSc1nnc(SCc2cccc3ccccc23)s1	-3	nt	-24	nt	0	-16	1
COc1ccc(-c2nc3c(n2O)CCC/C3=N\O)cc1	10	nt	nt	-1	nt	nt	-8
C=CCOc1cccc(C2C(C(=O)c3ccco3)=C(O)C(=O)N2Cc2ccco2)c1 (configuration not stated)	-3	3.1	-8	-2	0	5	-4
O=C(CSc1nnc(CNC(=O)c2ccc(F)cc2)o1)NCCc1ccccc1	17	-2.0	-2	nt	-4	6	5
Cc1nc(C(F)(F)F)nc(Nc2ccc(N=Nc3ccccc3)cc2)c1C#N	7	nt	-2	nt	1	8	7
Nc1nonc1-n1nnc(C(=O)N/N=C/C2CCCCC2)c1-c1ccccc1	2	-1.8	nt	5	-5	-6	-6
CC(=O)Nc1ccc(NC(=O)C(C)OC(=O)c2cc(S(=O)(=O)N(C)C)ccc2N2CCCC2)cc1 (configuration not stated)	2	0.4	-7	nt	8	14	-2

All compounds of this part, previewed entries included:
SMILES	INS-1E GSIS act	CFTR F508del cor	EWS-Fli block	miR-122 sensor	DENV2 CPE	PAX8 reporter	FN deposit inh
COc1cc(/C=C/C(=O)OCC(=O)c2ccc[nH]2)cc(OC)c1OC	3	0.7	7	nt	5	-6	-6
CCC(=O)N1CC2(CCN(C(C)=O)CC2)c2c([nH]c3cc(OC)ccc23)[C@@H]1CO	12	0.5	-21	nt	-10	nt	nt
Cc1cc(NC(=O)c2cccs2)ncc1NC(=O)C(C)C	10	1.3	-58	nt	-5	-104	6
Cc1cc(/C=N/NC(=O)c2ccncc2)c(C)n1-c1ccccc1	-2	-1.7	-35	nt	nt	-14	2
COc1ccc(C2=NOC(CNC(=O)c3ccccc3Br)C2)c(OC)c1 (configuration not stated)	27	-2.0	3	nt	2	15	-4
Cc1nn(-c2ccccc2)c(C)c1/C=N/NC(=O)CSc1nnc(SCc2cccc3ccccc23)s1	-3	nt	-24	nt	0	-16	1
COc1ccc(-c2nc3c(n2O)CCC/C3=N\O)cc1	10	nt	nt	-1	nt	nt	-8
C=CCOc1cccc(C2C(C(=O)c3ccco3)=C(O)C(=O)N2Cc2ccco2)c1 (configuration not stated)	-3	3.1	-8	-2	0	5	-4
O=C(CSc1nnc(CNC(=O)c2ccc(F)cc2)o1)NCCc1ccccc1	17	-2.0	-2	nt	-4	6	5
Cc1nc(C(F)(F)F)nc(Nc2ccc(N=Nc3ccccc3)cc2)c1C#N	7	nt	-2	nt	1	8	7
Nc1nonc1-n1nnc(C(=O)N/N=C/C2CCCCC2)c1-c1ccccc1	2	-1.8	nt	5	-5	-6	-6
CC(=O)Nc1ccc(NC(=O)C(C)OC(=O)c2cc(S(=O)(=O)N(C)C)ccc2N2CCCC2)cc1 (configuration not stated)	2	0.4	-7	nt	8	14	-2
O=C(O)c1nn(CCSc2ccccc2F)c(=O)c2ccccc12	12	-0.1	-21	nt	-6	12	3
Cc1ccc(C(=O)C2=C(O)C(=O)N(Cc3ccco3)C2c2ccc(N(C)C)cc2)o1 (configuration not stated)	-3	-2.1	nt	3	-1	-2	nt
CC(=O)c1cccc(N2C(=NC(=O)C3CC3)SC3CS(=O)(=O)CC32)c1 (configuration not stated)	47	1.9	nt	nt	10	7	7
Cc1c(CC(=O)N[C@@H](C)C(=O)O)c(=O)oc2cc3oc4c(c3cc12)CCCC4	nt	3.1	-3	nt	8	-5	-1
CCc1ccccc1Nc1nc(N)nc(CSCC(=O)c2cc(C)n(C)c2C)n1	nt	nt	nt	-11	nt	-13	0
CC(=O)Nc1ccc2sn(-c3ccccc3)c(=O)c2c1	80	-3.7	-2	5	-2	-28	nt
O=C(O)c1ccc(Cl)c(S(=O)(=O)Nc2ccccc2N2CCOCC2)c1	27	0.3	-3	nt	-3	-8	1
C[C@H]1CN([C@@H](C)CO)C(=O)c2cc(NS(=O)(=O)c3ccc(F)cc3)ccc2O[C@H]1CN(C)S(=O)(=O)c1ccccc1	-14	-0.9	15	29[16.7 µM]	?	7	nt
C[C@H]1CN([C@@H](C)CO)C(=O)CCCn2nncc2CO[C@@H]1CN(C)C(=O)Nc1cccc(Oc2ccccn2)c1	-3	0.3	0	4[16.7 µM]	-2	4	11
COc1ccc(NC(=O)CSCc2ccc(C)cc2)cc1	1	nt	nt	nt	nt	-15	3
CC(Nc1nc(=S)nc(Nc2ccc(F)cc2)[nH]1)c1ccccc1 (configuration not stated)	10	-1.0	16	1	4	2	-7
C[C@H]1CN([C@@H](C)CO)C(=O)c2cccc(NS(=O)(=O)c3cn(C)cn3)c2O[C@H]1CN(C)C(=O)Nc1ccc(C(F)(F)F)cc1	-1	0.4	-7	2[16.7 µM]	15	nt	-7
COc1ccc(OCC(=O)N2CCc3ccccc3C2)cc1	-4	-1.4	2	-2	4	4	6
COc1ccccc1CC(=O)N1CCCC1	nt	nt	nt	-1	nt	-5	-5
COc1ccc(N2C(=O)C3C4C=CC(C4)C3C2=O)c([N+](=O)[O-])c1 (configuration not stated)	4	-2.6	15	nt	1	-3	8
CC1=C(C(=O)OC2CCCCC2)C(c2ccco2)n2ncnc2N1 (configuration not stated)	-6	0.5	8	-11	0	10	-1
O=C(C[C@@H]1CC[C@H]2[C@@H](COC[C@@H](O)CN2C(=O)c2cc(Cl)cc(Cl)c2)O1)N1CCc2ccccc2C1	-3	0.0	1	1[16.7 µM]	2	20	-9
Cc1ccc(NC(=O)c2ccc(F)cc2)nc1	43	-0.3	-37	nt	-2	-144	11

Gathered by group, the compounds so far with a CF3 group (2)
SMILES	INS-1E GSIS act	CFTR F508del cor	EWS-Fli block	miR-122 sensor	DENV2 CPE	PAX8 reporter	FN deposit inh
Cc1nc(C(F)(F)F)nc(Nc2ccc(N=Nc3ccccc3)cc2)c1C#N	7	nt	-2	nt	1	8	7
C[C@H]1CN([C@@H](C)CO)C(=O)c2cccc(NS(=O)(=O)c3cn(C)cn3)c2O[C@H]1CN(C)C(=O)Nc1ccc(C(F)(F)F)cc1	-1	0.4	-7	2[16.7 µM]	15	nt	-7

Next entries
SMILES	INS-1E GSIS act	CFTR F508del cor	EWS-Fli block	miR-122 sensor	DENV2 CPE	PAX8 reporter	FN deposit inh
CCOc1ccccc1NC(=O)c1cc2ccccc2oc1=O	4	3.2	-6	13	0	-10	-13
Cc1c(C(=O)NC(C)c2ccc(-n3ccnc3)cc2)cccc1[N+](=O)[O-] (configuration not stated)	18	-0.5	nt	0	-11	-9	-2
O=C(NCCc1ccccc1)[C@H]1N[C@H]2c3ccc(-c4ccc(F)cc4)c(=O)n3C[C@H]2[C@@H]1CO	4	-0.5	4	38[16.7 µM]	8	-11	nt
CC1(c2ccc(OC(F)F)cc2)NC(=O)N(CC(=O)Nc2cccnc2Cl)C1=O (configuration not stated)	14	4.7	-3	-9	-12	2	3
CCOc1ccc(S(=O)(=O)NCCC(=O)N2CCN(c3ccc(OC)cc3)CC2)cc1	-20	0.1	6	0	3	22	-23
COc1ccc(CN(C)C[C@H]2Oc3ccc(NC(=O)Cc4ccccc4)cc3C(=O)N([C@H](C)CO)C[C@@H]2C)cc1	6	0.6	nt	1[16.7 µM]	8	-4	-10
O=C(O)C1=C[C@@H](c2ccc3c(c2)Cc2ccccc2-3)C[C@@H](OCCCCO)O1	nt	2.3	-45	nt	-4	-214	nt
O=C(NCc1ccccc1)Nc1cccn(Cc2cccc(F)c2)c1=O	-9	1.6	8	nt	1	2	11
O=C(Nc1nc(-c2ccc(F)cc2)cs1)c1cccnc1	8	1.5	-13	4	2	-15	2
CCOc1ccc(C2C(C(=O)Nc3cc(C)on3)c3ccccc3C(=O)N2CCN2CCOCC2)cc1 (configuration not stated)	10	0.2	0	nt	-5	0	nt
Cc1ccccc1S(=O)(=O)N1C[C@@H](O)COC[C@@H]2O[C@@H](CC(=O)N3CCCCC3)CC[C@H]21	7	-1.7	6	-8[16.7 µM]	-2	-6	-2
Cc1ccc(C23CC4CC(CC(C(=O)N(C)C)(C4)C2)C3)cc1	-25	-2.1	5	-5	-8	5	-2
O=c1c2ccccc2nc(-c2ccccc2)n1CCN1CCOCC1	10	nt	nt	-3	nt	20	15
CCCN(C(=O)c1ccc(S(=O)(=O)N2CCCC2)cc1)C1CCS(=O)(=O)C1 (configuration not stated)	nt	2.0	-6	-1	-3	-11	0
CCn1ccnc1CN(C)C(=O)CC1C(=O)NCCN1Cc1c(F)cccc1Cl (configuration not stated)	3	2.3	4	2	-4	0	nt
CCOC(=O)c1c(NC(=S)Nc2ccccc2C)sc2c1CCC2	-3	0.8	5	nt	1	-17	nt
O=C(CSC(=S)N1CCCCC1)c1ccccc1	-13	nt	64*	4	-4	-41	nt
Cc1ccc(S(=O)(=O)Nc2ccc3c(c2)C(=O)N([C@@H](C)CO)C[C@@H](C)[C@H](CN(C)S(C)(=O)=O)O3)cc1	2	1.6	2	-4[16.7 µM]	-12	nt	-5
CC(NC(=O)CCNC(=O)c1ccccc1Cl)C1CC2CCC1C2 (configuration not stated)	-7	-0.2	0	nt	-9	-9	nt
C=CCn1c(SCC(=O)NCC2CCCO2)nc2scc(-c3ccc(OC)cc3)c2c1=O (configuration not stated)	-31	2.5	nt	1	1	nt	1
Cc1nn(-c2cc(C(F)(F)F)ccc2Cl)c2nc(C(Cl)(Cl)Cl)[nH]c(=O)c12	-26	-0.6	17	0	-1	4	-7
Cc1ccc(C(=O)Nc2cccnc2)cc1S(=O)(=O)N1CCCCCC1	29	1.7	nt	14	14	-14	4
CCOCc1cc(CN2CCC(n3nccc3NC(=O)C3CC3)CC2)ccc1OC	-9	-1.8	1	5	6	-12	0
COc1ccccc1Cc1c(-c2ccccc2)nc2c(C)cc(Br)cn12	-11	0.4	1	-6	-2	3	-1
O=c1[nH][nH]c2c1[C@@H](c1ccc(F)cc1)O[C@H](CCOCc1ccccc1)C2	-1	0.4	-2	nt	2	3	9
C[C@@H]1CN([C@@H](C)CO)C(=O)c2c(c3ccccc3n2C)-c2ccccc2CO[C@H]1CN(C)S(=O)(=O)c1ccc([N+](=O)[O-])cc1	13	-0.8	14	nt	?	41	8
Cc1ccc(-c2csc3ncn(C(C)C(=O)O)c(=O)c23)cc1 (configuration not stated)	-7	-3.5	-42	-1	0	-12	-6
